# Screening data: PubChem BioAssay, National Center for Advancing Translational Sciences (NCATS)
# Hsp90 Hop PPI – qHTS Assay for Disrupters of an Hsp90 Co-Chaperone Interaction; Hsp90 C-terminal peptide / TPR2A (Hop) interaction, human; Potency, µM (highest dose often 57 µM), for inactives: top-dose activity change, negative = inhibition; hit rate 0.44% among 71,000; AID 595, 2007; AlphaScreen TPR2A-His6 binding biotin-Hsp90 C-terminal peptide; active = well fitted curve in either direction with a large enough effect; inconclusive = small, poorly fitted or top-dose-only effect, or another doubt; also: potency is read from the fitted curve at half-maximal effect; % is scaled to controls: 0 for no effect and ±100 for the full control effect; many of its hits are not listed in these tables
# CRE Fsk mod – Cell signaling CRE-BLA (Fsk stim). CHO CRE-bla reporter (cAMP response element driving beta-lactamase), forskolin EC10, beta-lactamase ratio. Potency, µM (series often up to 38.2 µM), inactives show at the highest dose activity change, negative = inhibition, hits mostly activators. hit rate 2.5% among 71,000. AID 662, 2007; active = well fitted activation curve with a large enough effect in the signal ratio, with a control signal flat, not every such curve was filed as active; inconclusive = small, poorly fitted or top-dose-only effect, or effect the other way, or a change in a side signal; the % refers to the signal ratio; also: potency is read from the fitted curve at half-maximal effect; % of control where 0% means no effect
#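 CHO CRE-bla cells, overnight plating in Opti-MEM with 0.5% dialyzed FBS; cpd titration + EC10 NKH 477, 3 h 37 °C; CCF4 2 h RT; ex 405/em 460 vs 530 ratio → %Activity, AC50.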
# Fluorescein autfl – qHTS Assay for Spectroscopic Profiling in Fluorescein Spectral Region. Compound autofluorescence, 480/540 nm, fluorescein-equivalent; stronger effect = higher value. max fluorescein-equivalent concentration, M. hit rate 0.91% among 59,000. AID 593, 2007; in the data active = max fluorescein-equivalent concentration above about 10 nM; inconclusive = between about 1.1 nM and that limit
#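 Fluorescein stocks ranging 3 mM down to 300 nM, plus DMSO blanks, were pinned alongside compounds to build a per-plate standard curve. Buffer: 100 mM Tris, pH 8.0. Incubation 15 min, room temperature; filters 480/540 nm.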
# ERK AVP inh – qHTS Assay for Inhibitors of the ERK Signaling Pathway using a Homogeneous Screening Assay | hit rate 0.99% among 72,000 | HEK293-V1b, vasopressin-stimulated pERK AlphaScreen | AID 995, 2007 | Potency, µM (doses to about 57.5 µM), for the others: at the highest dose activity, negative = inhibition, hits mostly inhibitors; also: potency is read from the fitted curve at half-maximal effect; % is scaled to controls: 0 for no effect and ±100 for the full control effect; nearly all actives have a fitted effect of over 55% in size
#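 Phosphorylated ERK1/2 detected via AlphaScreen bead proximity in lysates of V1b-expressing HEK293 cells given 25 nM vasopressin for 5 min after 30 min compound exposure (37 °C). AC50 from Hill equation; basal DMSO 0%, vasopressin 100%.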
# HBB splicing – qHTS Assay for Modulators of Hemoglobin Beta Chain Splicing; HBB splicing reporter cell assay, activation; EGFP reporter with mutant IVS2-654 intron; response scale: normalised to 500 nM splice-correcting PNA; Potency, µM (series often up to 46.1 µM), for the others: at the highest dose activation, usual class: activators; hit rate 0.06% among 65,000; AID 925, 2007; also: potency is read from the fitted curve at half-maximal effect; 0% is about no effect
#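 HeLa cells stably expressing EGFP interrupted by mutant beta-globin intron 2 (IVS2-654), 500/well in 2% FCS. Treated with compound for 2 days at 37C. Splicing correction scored as total well GFP intensity (488 nm excitation, 500-520 nm emission); 500 nM antisense PNA served as control.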
# Texas Red fluor – qHTS Assay for Spectroscopic Profiling in Texas Red Spectral Region | Compound fluorescence, Texas Red channel, 547/618 nm; stronger effect = higher value | max dye-equivalent concentration, M | hit rate 0.06% among 59,000 | AID 587, 2007; in the data active = max dye-equivalent concentration above about 10 nM; inconclusive = between about 1.1 nM and that limit
#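 Spectral interference profiling: each compound concentration's relative fluorescence, read with a 547 nm excitation and 618 nm emission filter pair, was normalized to a per-plate Texas Red standard curve.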
# FLuc inh – qHTS Assay for Inhibitors of Firefly Luciferase; purified firefly luciferase, luminescence, 8 min; Potency, µM (titrated, usually from 57.1 µM), for the others: at the highest dose activity change, negative = inhibition, actives largely listed as inhibitors; hit rate 2.2% among 72,000; AID 411, 2009; also: potency is read from the fitted curve at half-maximal effect; % is scaled to controls: 0 for no effect and ±100 for the full control effect; nearly all actives have a fitted effect of over 40% in size
# Target sequence (P08659 whole entry, looked up): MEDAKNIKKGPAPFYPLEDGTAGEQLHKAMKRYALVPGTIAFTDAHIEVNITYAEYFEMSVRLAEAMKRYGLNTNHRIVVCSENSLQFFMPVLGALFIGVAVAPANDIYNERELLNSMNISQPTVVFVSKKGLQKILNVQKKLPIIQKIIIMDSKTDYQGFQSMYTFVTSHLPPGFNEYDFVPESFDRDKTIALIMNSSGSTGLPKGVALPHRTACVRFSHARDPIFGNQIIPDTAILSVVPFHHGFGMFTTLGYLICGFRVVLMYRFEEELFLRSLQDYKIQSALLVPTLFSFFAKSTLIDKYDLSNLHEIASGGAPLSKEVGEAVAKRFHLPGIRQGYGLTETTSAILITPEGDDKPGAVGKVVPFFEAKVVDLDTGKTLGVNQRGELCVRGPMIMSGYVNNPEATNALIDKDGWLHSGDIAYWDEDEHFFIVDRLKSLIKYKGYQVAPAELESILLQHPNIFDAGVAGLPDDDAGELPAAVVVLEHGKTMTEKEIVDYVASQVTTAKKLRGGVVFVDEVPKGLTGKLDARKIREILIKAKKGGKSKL
#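 Compounds were tested as concentration series (qHTS) against purified P. pyralis luciferase with luciferin and 10 uM ATP in 50 mM imidazole pH 7.2, 50 mM KCl, 7 mM MgCl2, 0.01% Tween 20, 0.05% BSA. Luminescence was read after 8 min at ambient temperature.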
# GFP derepression – qHTS Assay for Epigenetic Modulators | mouse C127i GFP locus derepression, cytometry, 30 h | Potency, µM (top dose mostly 46.1 µM), for inactives: at the top dose GFP derepression (activation) | hit rate 0.09% among 68,000 | AID 597, 2007; also: % of control where 0% means no effect
#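 Locus derepression in mouse mammary C127i cells whose integrated CMV-GFP reporter is normally silent; GFP expression after 30 h compound treatment was quantified by counting fluorescent cells.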
# UbGFP stabilizer – Ubiquitin-GFP Assay | Potency, µM (titrated, usually from 45.9 µM), inactives show top-dose activation (GFP accumulation), most hits filed as activators | 67,000 tested, under 10 active | AID 526, 2006 | Ubiquitin-GFP reporter cells, proteasome inhibition, GFP fluorescence; response scale: untreated = 0%, 10 µM MG-132 = 100%; active = well fitted activation curve with a large enough effect, not every such curve was filed as active; inconclusive = small, poorly fitted or top-dose-only effect, or another doubt; inactive = no such curve, though single readings can be large or run the other way; also: potency is read from the fitted curve at half-maximal effect
#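 Proteasome block read as GFP accumulation: ubiquitin(G76V)-GFP U2OS cells exposed to compound (2.9 nM–46 uM) for 4 hr at 37 C. Normalization used untreated cells as 0% and 10 uM MG-132 as 100%; concentration-response curves fitted.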
# A350 fluor – qHTS Assay for Spectroscopic Profiling in A350 Spectral Region. Compound autofluorescence, 340/450 nm, Alexa 350 dye-equivalents; stronger effect = higher value. max dye-equivalent concentration, M. hit rate 11% among 59,000; in the data active = max dye-equivalent concentration above about 10 nM; inconclusive = mostly about 1.1 nM to 9.6 nM
# 4MU fluor – qHTS Assay for Spectroscopic Profiling in 4-MU Spectral Region; max dye-equivalent concentration, M; hit rate 11% among 59,000; AID 589, 2007; compound autofluorescence, 340/450 nm, 4-MU equivalents; stronger effect = higher value; in the data active = max dye-equivalent concentration above about 10 nM; inconclusive = mostly about 1.1 nM to 9.6 nM
#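 Compounds in 100 mM Tris, pH 8.0, incubated 15 min at room temperature, then fluorescence read at 340 nm excitation/450 nm emission. Signal converted to 4-MU dye-equivalent concentration using an on-plate six-point 4-MU standard curve.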
# Starred values were filed as active, the others as inactive; i = inactive; ? = inconclusive; nt = no result given; [ ] = remark or other dose. Unless noted, calls follow the shape of the dose curve; as a rule, active = well fitted curve in the direction sought with a large enough effect; inconclusive = small, poorly fitted or top-dose-only effect, or another doubt; inactive = no such curve, though single readings can be large; an effect the other way counts as inactive or inconclusive. An excerpt (hit frequency here may not be typical).
SMILES,Hsp90 Hop PPI,CRE Fsk mod,Fluorescein autfl,ERK AVP inh,HBB splicing,Texas Red fluor,FLuc inh,GFP derepression,UbGFP stabilizer,A350 fluor,4MU fluor
COc1ccc2nc(NC(=O)CSc3nnnn3C3CCCCC3)sc2c1,-2%,9%,i,1%,nt,i,-2%,0%,3%,i,i
c1ccc(-n2c(SCc3nc(-c4cccs4)no3)nnc2-c2ccco2)cc1,-6%,5µM*,i,-22%,-0.4%,i,-2%,0%,-3%,i,i
Cc1cc(C(=O)Nn2cnnc2)cs1,-1%,-7%,i,-4%,-0.5%,?,2%,4%,-1%,i,i
COC(=O)c1cccc(N2C(=O)C(Cl)=C(N3CCOCC3)C2=O)c1,-2%,-5%,i,-12%,nt,i,-3%,-1%,-2%,i,i
CCn1c(SCC(N)=O)nnc1-c1ccco1,-5%,-2%,?,0%,-3.5%,?,-2%,0%,3%,i,i
O=C(NC1CCCCCC1)c1c(O)c2cccc3c2n(c1=O)CCC3,-1%,23%,?,-2%,-1.6%[57.5 µM],?,0%,0%,2%,i,i
CC(C)(SCc1ccccc1)[C@H](N)C(=O)O,2%[11 µM],11%[7.6 µM],?,-9%[11.5 µM],5.8%[9.22 µM],i,1%[11.4 µM],-2%[9.22 µM],1%[9.17 µM],i,i
COc1ccc(-n2c(Cc3cccn3C)nnc2SCC(N)=O)cc1,-9%,-5%,nt,nt,0.3%,nt,2%,nt,5%,nt,nt
O=C1NC(Cc2c[nH]c3ccccc23)C(=O)N1CCOc1ccc(F)cc1 (stereo unspecified),-3%,-25%,i,11%,-0.1%,i,1%,3%,5%,i,i
Cc1ccc(S(=O)(=O)NC(=O)N2CCCC(C)(C)C2)cc1,-3%,-13%,i,-1%,0.0%[0.369 µM],i,1%,5%,nt,i,i
CS(=O)(=O)c1ccc2nc(NC(=O)CN3CCN(Cc4ccccc4)CC3)sc2c1,?,1%,i,2%,0.2%,i,1%,-3%,8%,?,i
O=C(Nc1nc2ccccc2n1CCOc1ccccc1)c1ccco1,-1%,13%,i,?,nt,i,-7%,?,-4%,i,i

# An excerpt of these results, with bars between the fields:
Compound | Hsp90 Hop PPI | CRE Fsk mod | Fluorescein autfl | ERK AVP inh | HBB splicing | Texas Red fluor | FLuc inh | GFP derepression | UbGFP stabilizer | A350 fluor | 4MU fluor
CC(C)(SCc1ccccc1)[C@H](N)C(=O)O | 2%[11 µM] | 11%[7.6 µM] | ? | -9%[11.5 µM] | 5.8%[9.22 µM] | i | 1%[11.4 µM] | -2%[9.22 µM] | 1%[9.17 µM] | i | i
COc1ccc(-n2c(Cc3cccn3C)nnc2SCC(N)=O)cc1 | -9% | -5% | nt | nt | 0.3% | nt | 2% | nt | 5% | nt | nt
O=C1NC(Cc2c[nH]c3ccccc23)C(=O)N1CCOc1ccc(F)cc1 (stereo unspecified) | -3% | -25% | i | 11% | -0.1% | i | 1% | 3% | 5% | i | i

# Following part:
SMILES,Hsp90 Hop PPI,CRE Fsk mod,Fluorescein autfl,ERK AVP inh,HBB splicing,Texas Red fluor,FLuc inh,GFP derepression,UbGFP stabilizer,A350 fluor,4MU fluor
COCCn1c(SCC(=O)Nc2ccc3c(c2)OCCO3)nnc1-c1c[nH]c2ccccc12,-2%,-8%,i,-3%,0.6%[0.369 µM],?,-4%,0%,nt,i,i
O=C(CCCCn1c(=S)[nH]c2ccsc2c1=O)NCc1ccco1,-2%,-13%,?,-25%,4.0%[0.369 µM],i,0%,0%,nt,i,i
CCC1(C)NC(=O)N(CC(=O)Nc2sc3c(c2C(N)=O)CCC3)C1=O (stereo unspecified),-4%,?,?,9%,-6.0%,i,1%,-1%,3%,i,i
O=C(/C=C/Nc1cccc(O)c1)c1ccccc1,?,-7%,nt,?,-0.9%[9.22 µM],nt,2µM*,-2%,12%,nt,nt
C[C@@H]1c2ccccc2Cn2cc3c(c21)C(=O)c1cccc(OP(=O)(O)OCc2ccccc2)c1C3=O,-5%[11 µM],-10%[7.6 µM],8.6e-08M*,-1%[11.5 µM],2.7%[9.22 µM],i,0%[11.4 µM],0%[9.22 µM],-5%[9.17 µM],2.7e-08M*,2.8e-08M*
Cc1ccc(C2=C(Cl)C(=O)C(c3ccc(C)cc3)=C(Cl)C2=O)cc1,-3%[11 µM],12%[7.6 µM],i,10%[11.5 µM],3.1%[9.22 µM],?,-1%[11.4 µM],-3%[9.22 µM],-8%[9.17 µM],i,i
Cc1ccc(NC(=O)c2ccc(NS(=O)(=O)c3c(C)noc3C)cc2)cc1C,-4%,-9%,i,11%,-0.4%,i,-1%,2%,1%,i,i
COCC(N)(c1ccccc1)c1nc2ccccc2n1C (stereo unspecified),?,-21%,?,-19%,2.7%,i,3%,-3%,10%,i,i
COc1ccccc1Nc1ncc(C(=O)N2CCC(C(N)=O)CC2)c2ccccc12,17%,1%,i,-6%,-0.5%,i,-1%,10%,5%,?,?
O=C(CCCCC(=O)NCc1cccs1)NCc1cccs1,-2%,-3%,i,-1%,1.4%,i,1%,3%,-2%,i,i
CCOC(=O)c1c(C)nc2cc(C)ccn12,0%,?,i,-22%,-0.7%,i,-3%,0%,8%,i,i
O=C(Nc1nncs1)c1ccccc1Br,-3%,0%,nt,-20%,-1.0%,nt,4%,-7%,22%,nt,nt
Cc1ccc2nc3sc(C(=O)N4CCOCC4)c(N)c3cc2c1,?,-12%,8.1e-08M*,25%,nt,i,2µM*,2%,-2%,?,?
O=C1CC(N2CCN(c3ccc(C(=O)c4ccc(F)cc4)cc3)CC2)C(=O)N1 (stereo unspecified),-5%,-8%,i,-24%,-1.2%,i,-2%,-3%,-1%,i,i
COc1ccc(C2C3=C(N=C4SCC(=O)N42)c2ccccc2CC3)cc1 (stereo unspecified),-5%,-29%,i,-10%,2.3%,i,25µM*,1%,4%,?,?
CC(=O)NC(C)C12CC3CC(CC(C(=O)O)(C3)C1)C2 (stereo unspecified),-10%,-6%,i,5%,0.6%,i,2%,0%,5%,i,i
Cc1c(NC(=O)CSc2nnc(-c3ccco3)n2-c2ccccc2)c(=O)n(-c2ccccc2)n1C,-3%,0%,nt,?,0.4%,nt,-1%,-2%,-12%,nt,nt
CCc1ccc(Cn2nnc(C(=O)Nc3ccc(OC)cc3OC)c2N)cc1,1%[2.3 µM],5%,nt,1%,-0.7%,nt,2%,nt,5%,nt,nt
COc1ccccc1N1CCN(c2nc3ccccc3nc2C(C#N)C(=O)OC(C)C)CC1 (stereo unspecified),?,?,?,?,-1.0%,i,4%,-3%,-8%,i,i
O=C(CN(Cc1ccccc1C(F)(F)F)C(=O)CNC(=O)c1ccco1)NC1CCCC1,1%,-3%,i,-18%,nt,i,4%,-1%,-3%,i,i
Cc1ccc(C)c(N(C)C(=O)COc2cc(=O)n(C)c3ccccc23)c1,?,?,nt,7%,-1.0%,nt,-1%,-3%,-4%,nt,nt
CCCS(=O)(=O)N1CCC(C(=O)NCCCOC)CC1,-4%,-1%,i,5%,0.0%,i,2%,-1%,2%,i,i
Cc1cc(C)n(C(=O)C2CCCN2S(=O)(=O)c2ccc(Cl)cc2)n1 (stereo unspecified),-3%,-11%,i,4%,-0.6%,i,-1%,2%,4%,i,i
O=C(O)c1nn(-c2ccccc2-c2n[nH]c(=O)[nH]c2=O)c(=O)[nH]c1=O,-5%[11 µM],-14%[7.6 µM],i,-19%[11.5 µM],2.3%[9.22 µM],i,5%[11.4 µM],-3%[9.22 µM],0%[9.17 µM],i,i
Cc1ccc(C)c(N2CCN(c3cc(C)nc4nnnn34)CC2)c1,-7%,-17%,?,5%,3.0%,i,2%,0%,-15%,i,i
CCOC(=O)c1sc(C)nc1C1CCN(C(=O)OCC)CC1,4%,?,i,2%,-3.1%,i,2%,-1%,-7%,i,i
O=C(OCc1nnc(-c2ccccc2)o1)c1ccc2c(c1)C(=O)N(CCc1ccccc1)C2=O,-1%,15%,?,5%,-2.6%,?,-31%,0%,-4%,i,i
COc1cccc(C2N(c3cccc(Cl)c3)C(=O)C3CCCN32)c1OC (stereo unspecified),?,-6%,nt,10%,-0.1%,nt,1%,2%,8%,nt,nt
CCC(=O)N(Cc1cc2cc(C)c(C)cc2[nH]c1=O)C1CCCCC1,1%,3%,i,-17%,0.0%[57.5 µM],?,1%,4%,1%,i,i
CCN1CCN(c2nc3c(c(=O)n(C)c(=O)n3C)n2Cc2cccc3ccccc23)CC1,-4%,?,i,-23%,-1.7%,i,0%,0%,0%,i,i
